# Compound activity from PubChem BioAssay.
# UHRF1 binding – blocks human UHRF1 binding to methylated DNA; Q96T88; AID 687016; hit rate 0.75% among 370,000; UHRF1 binding to methylated oligo, TR-FRET; inhibition, % at 4.4 µM; in the data active = inhibition above about 21%;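 also: UHRF1 SRA domain binding a hemimethylated CpG hairpin DNA probe; 0% = median of test compound wells and 100% = reference inhibitor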
# LEDGF integ inh – blocks HIV-1 LEDGF/p75-dependent DNA integration; TR-FRET IN-LEDGF/p75 DNA integration, Eu/Cy5; inhibition, % at 3.7 µM; hit rate 0.64% among 370,000;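 active = inhibition above the screen-wide mean plus 3 SD, cut at about 13% in these data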;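 also: signal is the Cy5 over europium emission ratio at 671 and 618 nm; 0% = plate median of compound wells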
# HTRA1 inhibitor – inhibitors of human serine peptidase HTRA1; Q92743; recombinant HTRA1, FP-rhodamine activity-based probe, fluorescence polarization; inhibition, % at 5.96 µM; hit rate 0.5% among 340,000; AID 504803; in the data active = inhibition above about 36%;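 also: 0% = enzyme with DMSO and 100% = wells lacking enzyme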
# Target sequence (Q92743 whole entry, looked up): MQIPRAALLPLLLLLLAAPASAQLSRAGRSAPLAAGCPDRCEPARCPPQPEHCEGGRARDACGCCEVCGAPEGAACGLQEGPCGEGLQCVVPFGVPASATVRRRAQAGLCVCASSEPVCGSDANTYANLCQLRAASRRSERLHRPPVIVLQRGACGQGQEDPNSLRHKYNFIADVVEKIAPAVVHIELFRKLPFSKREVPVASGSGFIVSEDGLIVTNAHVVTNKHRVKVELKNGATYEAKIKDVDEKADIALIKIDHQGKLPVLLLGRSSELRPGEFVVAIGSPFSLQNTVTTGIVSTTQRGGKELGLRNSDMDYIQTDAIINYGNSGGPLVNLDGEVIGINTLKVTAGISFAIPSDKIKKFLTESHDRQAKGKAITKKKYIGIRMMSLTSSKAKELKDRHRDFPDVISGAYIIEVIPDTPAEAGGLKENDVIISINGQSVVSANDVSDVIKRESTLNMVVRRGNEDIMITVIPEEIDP
# TCR CD3 inh – inhibitors of human TCR-CD3 interaction. TAMRA-labeled TCR probe fluorescence, biochemical. inhibition, % at 9.4 µM. hit rate 0.37% among 360,000. AID 651800; in the data active = inhibition above about 19%;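 also: recombinant mutant TCR 2C K166C tagged with TAMRA read by polarization; 0% = receptor in buffer alone and 100% = receptor with positive control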
# SIAE primary – blocks human sialic acid acetylesterase. inhibition, % at 9.66 µM. hit rate 0.69% among 370,000. SIAE FP-Rh probe binding, fluorescence polarization. Q9HAT2;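 active = inhibition above a cutoff: mean of compounds within the control limits plus 3 SD of those, cut at about 17% in these data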;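 also: 0% = plate median of compound wells and 100% = probe without SIAE protein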
# DDE Tn7 FP inh – disrupts Tn7 cyclic peptide binding to fibrin D-Dimer-E complex. inhibition, % at 8.3 µM. hit rate 0.13% among 370,000. FP displacement of FITC-Tn7 peptide from fibrin DD(E); 0% = median of compound wells per plate. AID 720508. P02675;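 active = inhibition above the mean of compounds falling within the control limits plus 3 SD of them, cut at about 14% in these data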;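 also: 0% = plate median of compound wells and 100% = 10 µM Aha-Tn7 peptide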
#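 Assay system: human fibrin DD(E) protein / Input: 2 µM fibrin DD(E) / Benchmarks: high control of 10 µM Aha-Tn7 peptide / Measured by: fluorescence polarization of the labelled Tn7 tracer / Medium: Tris buffer with calcium and detergent, pH 7.8 / Timing: 10 min compound pre-incubation, 3 h probe incubation at room temperature / Repeats: one replicate per compound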
# TDP2 inh – blocks human TDP2 phosphodiesterase activity. recombinant TDP2, T5PNP hydrolysis, p-nitrophenol absorbance 415 nm. inhibition, % at 12.8 µM. hit rate 0.34% among 370,000. AID 720702;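 active = inhibition above the mean of all tested compounds plus 3 SD, set per campaign, cut at about 25% in these data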;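 also: 0% = DMSO with enzyme and 100% = buffer with substrate but no TDP2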
#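 Incubation: 2 h at 37 °C; Test system: recombinant human TDP2; Quantity: enzyme 120 nM; Read-out basis: percent inhibition; Medium: 50 mM Tris-HCl pH 7.5 with Mg2+, KCl, DTT, BSA; Repeats: single replicate; Compound: 12.8 µM single point, 1% DMSO; Signal: epi absorbance; Reagent: 5 mM T5PNP chromogenic substrate; Benchmarks: no-enzyme high, DMSO-plus-enzyme low.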
# ABHD4 inh – inhibitors of mouse ABHD4; purified mABHD4, FP-Rh probe fluorescence polarization; AID 720543; inhibition, % at 8.92 µM; hit rate 0.54% among 370,000; Q8VD66;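 active = inhibition exceeding the mean over every tested compound plus 3 SD, cut at about 30% in these data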;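 also: 0% = plate median of compound wells and 100% = S159A mutant with DMSO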
#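 Assay system: mABHD4 protein; medium: HEPES pH 7.0, NaCl, Pluronic buffer; dosing: 8.92 µM, single dose; schedule: 45 min + 60 min at 25 °C; signal: FP readout, ex 525 nm / em 598 nm; read-out: normalized percent inhibition of probe labeling; repeats: single replicate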
# PG9 binder – small molecules binding HIV-1 gp120 antibody PG9; TR-FRET gp120-PG9 antibody binding; hit rate 0.43% among 360,000; inhibition, % at 6.7 µM; in the data active = inhibition above about 8.5%
# PRMT1 FP inh – blocks human protein arginine methyltransferase 1; recombinant PRMT1, activity-based probe fluorescence polarization; inhibition, % at 2.79 µM; hit rate 1.3% among 370,000;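 active = inhibition above about 21% made by adding two undisclosed values, limit read from the data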
# Target sequence (Q99873 whole entry, looked up): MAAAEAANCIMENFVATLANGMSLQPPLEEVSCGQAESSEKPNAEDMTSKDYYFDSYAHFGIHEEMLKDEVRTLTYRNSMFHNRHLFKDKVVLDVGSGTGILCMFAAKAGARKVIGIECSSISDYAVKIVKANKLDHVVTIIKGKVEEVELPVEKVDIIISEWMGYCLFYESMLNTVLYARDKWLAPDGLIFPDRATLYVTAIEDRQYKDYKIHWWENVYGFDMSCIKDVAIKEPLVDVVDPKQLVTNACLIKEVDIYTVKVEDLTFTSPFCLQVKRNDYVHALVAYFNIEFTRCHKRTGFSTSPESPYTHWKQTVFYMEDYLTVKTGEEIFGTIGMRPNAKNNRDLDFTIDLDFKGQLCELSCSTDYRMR
# Starred values were filed as active, the others as inactive; nt = no result given.
SMILES,UHRF1 binding,LEDGF integ inh,HTRA1 inhibitor,TCR CD3 inh,SIAE primary,DDE Tn7 FP inh,TDP2 inh,ABHD4 inh,PG9 binder,PRMT1 FP inh
CN(C)/N=C1\CCS(=O)(=O)c2sccc21,2,3,7,-6,5,-3,-9,1,-0.1,-5
CCCS(=O)(=O)Nc1c(OC)ccc2c1c(C(=O)OCC)c(C)n2C,0,-5,4,2,5,-1,11,-5,-1.0,3
CCc1ccc(OCC(=O)NC(=S)Nc2cccc(CO)c2)c(Br)c1,-3,-4,-24,0,-4,-4,4,-12,0.1,-5
C=C(C(=O)c1ccccc1)C(NC(C)(C)C)c1ccccc1 (centres undefined),1,2,2,1,4,12,-1,-3,1.2,-1
CC(NC(=O)C(Cc1ccccc1)NC(=O)c1ccccc1)C(=O)O (centres undefined),-3,3,8,2,-1,2,6,1,1.4,-5
O=C1CCC/C(=N\NC(=O)c2ccc(COc3cccc4cccnc34)cc2)C1,0,0,14,4,7,8,-7,6,-0.8,7
CCc1[nH]nc2c1C(c1cccc(OC(=O)N3CCOCC3)c1)C(C#N)=C(N)O2 (centres undefined),-4,-3,2,7,25*,1,12,0,-1.4,-1
O=C(Nc1ccccc1N1CCCCC1)C1CCN(C(=O)c2ccc(Cl)cc2)CC1,-2,4,-11,11,-2,-2,-4,-7,-0.4,0
CCCS(=O)(=O)c1c(S(=O)(=O)CCC)c2c(N)cccn2c1C(=O)c1ccccc1,-3,2,8,6,6,3,-2,8,-0.5,12
CCOC(=O)c1c(C)[nH]c(C(=O)CSc2nnc(C3CC3)n2N)c1C,-1,5,-7,-12,6,3,0,-3,1.2,4
CCN(C(=O)COC(=O)c1cccc(-n2cnnn2)c1)C1CCCCC1,-2,0,0,9,-1,2,6,-1,0.6,2
CN(C)S(=O)(=O)c1ccc(NC(=O)c2ccccn2)cc1,-1,-2,-1,4,-1,5,-6,4,-2.0,-3
C=C(C)c1cccc(C(C)(C)NC(=O)NCC2CCCO2)c1 (centres undefined),-1,3,-1,2,0,-10,-2,2,-0.6,1
CCOC(=O)CSc1nnc(-c2cccc(Br)c2)o1,8,-1,-3,10,-4,3,-6,2,-0.7,6
CCc1nnc(NC(=O)CSc2nccn2-c2cc(C)cc(C)c2)s1,3,2,-6,-4,0,-3,-13,-7,-2.5,-4
COc1ccc(CCNc2oc(COc3ccccc3)nc2C#N)cc1,0,1,-25,4,2,8,8,-28,-0.3,-1
Cc1ccc(-n2nc(C)cc2NC(=O)c2ccc(C)s2)cc1,-2,0,-5,5,-2,-3,0,2,1.9,0
COC(=O)/C=c1/s/c(=C(\C#N)C(=O)NCc2ccco2)n(-c2ccc(C)cc2)c1=O,0,1,-17,-1,-3,3,-6,-5,-1.3,1
Cc1cccc(Cc2nnc(CCC(=O)N(CC3CC3)CC3CCCO3)o2)c1 (centres undefined),-3,7,-6,2,5,-11,-9,-8,-2.8,-3
CCN(C[C@H]1N[C@@](CC)(C(=O)OC)[C@H]2C(=O)N(Cc3ccccc3)C(=O)[C@@H]12)C(=O)NC(C)C,16,-3,-1,0,2,-4,6,-1,1.1,2
O=C1C2CCCN2C(c2ccccc2)N1c1nccs1 (centres undefined),0,0,1,-2,6,1,8,-3,-2.0,9
CCOc1ccc(-c2nc(CCl)cs2)cc1,-3,-2,-4,1,7,2,-7,3,-1.2,12
CC(Oc1ccccc1F)C(=O)NN (centres undefined),-1,-3,-1,4,-9,-1,-5,-1,-2.1,-2
CC(=O)N1CCCc2cc(S(=O)(=O)N3CCCC(C(=O)Nc4ccc(C)cc4C)C3)ccc21 (centres undefined),2,-1,-1,3,6,2,-2,6,-2.8,-3
Cc1ccccc1-c1nc(CN2CCC(C(=O)NCC3CCCO3)CC2)c(C)o1 (centres undefined),-1,1,1,-2,2,-9,0,6,0.5,-3

# Reprinted at random: four compounds from above
SMILES,UHRF1 binding,LEDGF integ inh,HTRA1 inhibitor,TCR CD3 inh,SIAE primary,DDE Tn7 FP inh,TDP2 inh,ABHD4 inh,PG9 binder,PRMT1 FP inh
COC(=O)/C=c1/s/c(=C(\C#N)C(=O)NCc2ccco2)n(-c2ccc(C)cc2)c1=O,0,1,-17,-1,-3,3,-6,-5,-1.3,1
Cc1ccc(-n2nc(C)cc2NC(=O)c2ccc(C)s2)cc1,-2,0,-5,5,-2,-3,0,2,1.9,0
CCc1[nH]nc2c1C(c1cccc(OC(=O)N3CCOCC3)c1)C(C#N)=C(N)O2 (centres undefined),-4,-3,2,7,25*,1,12,0,-1.4,-1
C=C(C)c1cccc(C(C)(C)NC(=O)NCC2CCCO2)c1 (centres undefined),-1,3,-1,2,0,-10,-2,2,-0.6,1

# Individual results from the list.
# Reading of Cc1cccc(Cc2nnc(CCC(=O)N(CC3CC3)CC3CCCO3)o2)c1 (centres undefined) in TDP2 inh: -9
# Reading of CCOC(=O)c1c(C)[nH]c(C(=O)CSc2nnc(C3CC3)n2N)c1C in ABHD4 inh: -3
# Reading of CCc1nnc(NC(=O)CSc2nccn2-c2cc(C)cc(C)c2)s1 in DDE Tn7 FP inh: -3
# Reading of COc1ccc(CCNc2oc(COc3ccccc3)nc2C#N)cc1 in ABHD4 inh: -28

# Next part:
SMILES,UHRF1 binding,LEDGF integ inh,HTRA1 inhibitor,TCR CD3 inh,SIAE primary,DDE Tn7 FP inh,TDP2 inh,ABHD4 inh,PG9 binder,PRMT1 FP inh
CCOc1ccc(/C=C/C(=O)Nc2ccc(OC)cc2[N+](=O)[O-])cc1,1,1,-8,-5,4,2,-16,-9,2.0,1
O=C(Nc1ccc(F)cc1)/C(=C1/CCCCCN1)[N+](=O)[O-],-1,0,1,-6,-5,-1,-10,7,-0.2,6
CCCn1c(=O)c(C(=O)NCCCc2ccccc2)c(O)c2ccccc21,-2,1,-14,3,-9,7,0,-7,2.4,-1
COc1ccc(OC)c(/C=C/C(=O)OCC(=O)Nc2nnc(-c3ccccc3)o2)c1,-1,4,0,0,0,14*,6,-5,1.8,-4
CCN(CC#CCC(O)(c1ccccc1)c1ccccc1)C(C)C,3,-4,-4,-7,-6,-4,3,5,0.8,3
O=C1CCC(C(=O)OCC(=O)Nc2ccc(OC(F)F)cc2)=NN1,3,9,-2,-3,-4,2,-10,-7,-0.2,-2
C=CCn1c(SCC(=O)O)nnc1-c1cccs1,1,-2,9,4,-2,10,16,-5,1.0,-2
N#C/C(=C/c1cccc(C(F)(F)F)c1)c1nc(CCN2C(=O)c3ccccc3C2=O)cs1,-2,5,2,2,-4,-1,0,-2,-1.3,0
Cc1ccc(Nc2ccc(C(=O)N3CCCC3)cn2)c(C)c1,-4,1,-1,2,2,1,1,3,0.2,-4
Cc1oc(-c2cccc(Br)c2)[n+]([O-])c1C,1,2,4,2,3,-1,9,4,0.2,-5
CCc1cccc(C)c1N(C(=O)Cn1c(COC)nc2ccccc21)C(C)COC (centres undefined),-2,2,-6,3,-4,-3,-12,-16,-0.2,-4
CC(=O)Nc1cccc(-c2csc(C(C)(O)c3ccccc3)n2)c1 (centres undefined),-1,-3,nt,0,-6,3,2,-2,-0.6,-3
CCN(CC)S(=O)(=O)c1ccc(/C(O)=C2/C(=O)C(=O)N(CCOC)C2c2ccccc2)cc1 (centres undefined),-1,-1,9,-2,2,2,3,7,-0.9,2
Cc1cc(NC(=O)c2noc3c2CCCCC3)nn1Cc1ccc(Cl)cc1,-1,0,0,3,5,-2,3,1,-2.3,-1
O=S(=O)(c1cnc[nH]1)N1CCN(c2ccc(F)cc2)CC1,-1,-1,4,-2,-8,-1,6,-3,-1.6,0
CCOC(=O)c1ccc2c(c1)nc(COc1ccc(OC)cc1)n2CC,0,2,-9,-1,8,3,-1,2,0.9,-5
COC(=O)CN1C(=S)N(c2ccc(F)cc2)C(=O)C1CC(=O)Nc1ccc(F)cc1 (centres undefined),-1,-1,-6,5,-3,3,7,-21,-2.1,-2
Cc1ccc(S(=O)(=O)N2C[C@@H](C)[C@]3(C2)[C@H](O)[C@H](OC(=O)NCc2ccco2)C[C@H]2C(=O)N(c4ccccc4)C(=O)[C@H]23)cc1,-2,6,-3,-4,2,-8,-1,7,0.7,1
CN(C)CCNC(=S)Nc1ccccc1C(C)(C)C,3,-10,8,-2,3,7,2,0,0.8,2
Cc1ccc(C(=O)NCCSC2CCCCC2)cc1S(=O)(=O)Nc1ccccc1,-3,-1,-60,0,-26,-3,0,-38,-1.4,0
COc1ccc(C(C)(C)C)cc1NC(=O)c1[nH]c(C)c(C(C)=O)c1C,-2,2,-21,0,9,-2,3,-2,0.3,-5
CCCCOC(=O)Nc1cccc(C(C)=O)c1,1,4,-3,1,2,-2,-8,4,-2.1,1
Cc1ccccc1OCCNC(=O)c1ccc2ccccc2n1,-1,-3,-25,3,-5,0,-8,-4,-0.2,-5
COc1ccc(-c2csc(NC(=O)CSc3nc(C)cs3)n2)cc1,1,1,-16,5,8,2,-5,-17,0.1,-1
CCOc1ccc(C(=O)NC2CCN(S(=O)(=O)c3ccccc3)CC2)cc1,0,1,-5,4,2,-3,11,2,-1.8,-3
Cc1ccc(C2C(=O)c3ccccc3C2=O)cc1,6,-2,6,-10,-4,6,-15,-8,-0.9,3
CC(=O)N1CCN(C(=O)CSc2nnc(C)n2-c2ccccc2)CC1,5,1,11,-9,6,1,-25,-5,0.3,-1
CC(C)OC(=O)CCCNc1ccc([N+](=O)[O-])cc1[N+](=O)[O-],-1,3,1,2,-4,-5,-10,-11,-0.5,0
Cc1ccc(NCc2nnc(SCC(N)=O)n2CCc2ccccc2)cc1,4,-3,nt,-9,1,2,1,0,0.3,-2

# Five compounds already listed, arranged by the number in TDP2 inh, largest number first.
Structure	UHRF1 binding	LEDGF integ inh	HTRA1 inhibitor	TCR CD3 inh	SIAE primary	DDE Tn7 FP inh	TDP2 inh	PG9 binder	PRMT1 FP inh
Cc1ccc(C(=O)NCCSC2CCCCC2)cc1S(=O)(=O)Nc1ccccc1	-3	-1	-60	0	-26	-3	0	-1.4	0
C=C(C(=O)c1ccccc1)C(NC(C)(C)C)c1ccccc1 (centres undefined)	1	2	2	1	4	12	-1	1.2	-1
CCc1cccc(C)c1N(C(=O)Cn1c(COC)nc2ccccc21)C(C)COC (centres undefined)	-2	2	-6	3	-4	-3	-12	-0.2	-4
CCc1nnc(NC(=O)CSc2nccn2-c2cc(C)cc(C)c2)s1	3	2	-6	-4	0	-3	-13	-2.5	-4
Cc1ccc(C2C(=O)c3ccccc3C2=O)cc1	6	-2	6	-10	-4	6	-15	-0.9	3
